12-LOX inh = ALOX12 (human) lipoxygenase inhibition | purified 12hLO, xylenol orange hydroperoxide absorbance | Potency, µM (highest dose often 108 µM), for inactives: at the top dose activity change, negative = inhibition, actives largely listed as inhibitors | 1.1% of 580,000 active; note: % is set by controls: 0 for no effect and ±100 for the full control effect
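Purified human 12hLO at 150 nM in 25 mM Hepes, 0.01% Triton X-100, pH 7.0, preincubated 15 min at room temperature with compound. Reaction started with 40 uM arachidonic acid, 30 min at room temperature. Hydroperoxide measured by Fe-xylenol orange, 573/405 nm absorbance ratio.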
IDH1 R132H inh = inhibitors of human mutant IDH1 R132H; O75874; IDH1-R132H enzyme, NADPH consumption, diaphorase/resazurin fluorescence; Potency, µM (doses to about 76.6 µM), without a hit: at the top dose activity change, negative = inhibition, actives largely listed as inhibitors; 0.093% of 390,000 active; AID 602179; note: % is set by controls: 0 for no effect and ±100 for the full control effect; nearly all actives have a fitted effect of over 65% in size
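IDH1-R132H (0.5 ug/mL dispensed) in pH 7.5 Tris buffer was preincubated 30 min with compound, then given a substrate mix of 0.016 mM NADPH and 2 mM alpha-KG for 80 min at room temperature; remaining NADPH was read by diaphorase/resazurin fluorescence.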
Vif-A3G inh = blocks the Vif interaction with human APOBEC3G; HeLa A3G-eYFP + Vif (tagged APOBEC3G with the HIV-1 protein that degrades it), YFP fluorescence, overnight; Potency, µM (top dose mostly 46.1 µM), without a hit: at the highest dose activity, negative = active, hits mostly inhibitors; 0.076% of 410,000 active;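 note: % is set by controls: 0 for no effect and ±100 for the full control effect; nearly all actives have a fitted effect of over 60% in size; hits raise eYFP signal because A3G escapes Vif-driven loss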
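Read-out is eYFP fluorescence (Ex 488/Em 500-530) from Vif-expressing HeLa A3G-eYFP cells; more signal means A3G escaped Vif-mediated degradation. Cells plated overnight, compound pinned in, incubated overnight at 37 deg C.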
Vif-APOBEC3F blk = blocks the Vif interaction with APOBEC3F; 0.2% of 390,000 active; AID 602313; HeLa A3F-eYFP + Vif (tagged APOBEC3F with the HIV-1 protein that degrades it), YFP fluorescence increase; Potency, µM (series often up to 46.1 µM), for inactives: at the highest dose activity, negative = active; note: % of control where 0% means no effect; nearly all actives have a fitted effect of over 65% in size
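Fluorescence increase (Ex 488/Em 500-530) after overnight compound treatment at 37 deg C flags inhibition of Vif-driven A3F-eYFP loss in stable HeLa A3F-eYFP/Vif cells seeded overnight beforehand.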
RGS4 inhibitor = human RGS4 inhibition | Transcreener GDP fluorescence polarization, RGS4-accelerated GTP hydrolysis | Potency, µM (titrated, usually from 114 µM), without a hit: at the highest dose activity change, negative = inhibition, hits mostly inhibitors | 0.039% of 390,000 active | AID 504845; note: % is set by controls: 0 for no effect and ±100 for the full control effect; nearly all actives have a fitted effect of over 75% in size; some results filed as inactive show a strong effect at the top dose
Target sequence (P49798 whole entry, looked up): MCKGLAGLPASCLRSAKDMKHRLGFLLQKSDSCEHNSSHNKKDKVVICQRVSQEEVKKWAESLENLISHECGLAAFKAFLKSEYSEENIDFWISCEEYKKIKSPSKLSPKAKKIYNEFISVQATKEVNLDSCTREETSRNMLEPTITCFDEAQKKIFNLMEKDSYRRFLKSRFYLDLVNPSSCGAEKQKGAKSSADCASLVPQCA
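MLSMR compounds (23 nl, pin-transferred) preincubated 10 min at room temperature with a 500nM (2x) first reagent, then RGS4 at 900nM (2x) plus Transcreener GDP mix added; fluorescence polarization (620/688 nm) read before and after 90 min at 30 °C.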
TrxR1 inh = inhibitors of rat thioredoxin reductase 1 | 1% of 390,000 active | recombinant rTrxR1, NADPH fluorescence consumption, selenite substrate | Potency, µM (doses to about 114 µM), without a hit: at the top dose activity change, negative = inhibition, usual class: inhibitors; note: % is set by controls: 0 for no effect and ±100 for the full control effect; nearly all actives have a fitted effect of over 65% in size
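Rat TrxR1 (90 nM in the dispensed reagent) was pre-reduced with 400 uM NADPH for 5 min at room temperature, then incubated with compound for 15 min. After 400 uM selenite was added, NADPH fluorescence (Ex 340/Em 450 nm) was followed for 8 min.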
USP1-UAF1 inh = USP1/UAF1 (human) deubiquitinase inhibition. O94782. recombinant USP1/UAF1, Ub-Rhodamine cleavage fluorescence. Potency, µM (doses to about 57.1 µM), without a hit: at the highest dose activity change, negative = inhibition, usual class: inhibitors. 0.23% of 390,000 active; note: % is set by controls: 0 for no effect and ±100 for the full control effect; nearly all actives have a fitted effect of over 60% in size; inactives centre near -12
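USP1/UAF1 complex (1 nM) preincubated 15 min at room temperature with compound, then Ub-Rho substrate (150 nM final) added. Kinetic fluorescence at 480/540 nm over 6 reads at 60 s intervals; 50 mM HEPES pH 7.8, 0.5 mM EDTA, 0.1 mg/ml BSA, 1 mM TCEP, 0.01% Tween-20.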
TrxR1 substrate = substrates of rat thioredoxin reductase 1; O89049; purified TrxR1 substrate turnover, NADPH consumption readout; Potency, µM (top dose mostly 114 µM), without a hit: top-dose activity change, negative = substrate turnover; 0.01% of 390,000 active; note: % is set by controls: 0 for no effect and ±100 for the full control effect; nearly all actives have a fitted effect of over 50% in size
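Rat TrxR1, dispensed at 90 nM, was prereduced with 400 uM NADPH (final) for 5 min at ~22 deg C, then incubated with compound 15 min before 400 uM selenite. A first-read NADPH fluorescence drop versus no-compound background flagged substrates.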
RXFP1 ag = agonists of human relaxin receptor RXFP1; Q9HBX9; HEK293T-RXFP1 cAMP TR-FRET, 30 min; response scale: percent of porcine relaxin response, buffer zero; Potency, µM (highest dose often 57.5 µM), for the others: at the top dose activation, actives largely listed as activators; 0.3% of 370,000 active; AID 2676; note: % is set by controls: 0 for no effect and ±100 for the full control effect; nearly all actives have a fitted effect of over 60% in size; many of its hits are not listed in these tables
Target sequence (Q9HBX9 whole entry, looked up): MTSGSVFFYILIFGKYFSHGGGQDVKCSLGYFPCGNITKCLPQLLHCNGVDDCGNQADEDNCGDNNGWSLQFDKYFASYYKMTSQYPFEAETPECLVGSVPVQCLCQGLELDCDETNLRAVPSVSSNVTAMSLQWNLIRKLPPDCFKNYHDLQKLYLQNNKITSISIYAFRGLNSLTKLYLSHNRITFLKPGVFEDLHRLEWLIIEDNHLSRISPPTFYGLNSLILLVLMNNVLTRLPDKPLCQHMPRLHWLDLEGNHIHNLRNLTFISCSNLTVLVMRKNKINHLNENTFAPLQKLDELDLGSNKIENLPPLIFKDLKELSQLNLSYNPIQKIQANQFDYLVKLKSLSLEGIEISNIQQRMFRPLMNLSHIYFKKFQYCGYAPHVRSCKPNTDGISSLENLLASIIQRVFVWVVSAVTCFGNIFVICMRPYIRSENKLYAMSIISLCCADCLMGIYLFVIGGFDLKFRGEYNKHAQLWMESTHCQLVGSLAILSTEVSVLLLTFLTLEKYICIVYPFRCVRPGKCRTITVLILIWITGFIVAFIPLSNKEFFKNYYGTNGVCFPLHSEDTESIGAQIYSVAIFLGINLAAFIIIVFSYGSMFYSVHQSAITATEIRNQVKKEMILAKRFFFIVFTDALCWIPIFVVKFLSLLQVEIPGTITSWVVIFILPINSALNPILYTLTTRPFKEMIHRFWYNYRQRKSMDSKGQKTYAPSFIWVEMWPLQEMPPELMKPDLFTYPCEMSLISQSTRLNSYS
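cAMP rise read by TR-FRET after 30 min, 37C compound exposure (up to 58 uM) in RXFP1-transfected HEK293 cells with Ro 20174 present. EC50 from Hill-equation fits, with 29 nM porcine relaxin as 100% and buffer as basal.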
Starred values were filed as active, the others as inactive; ? = inconclusive; nt = not tested or not shown; & = joins results of further samples; [ ] = dose if it differs, or a comment. Calls come from the whole dose curve; as a rule, active = well fitted curve in the direction sought with a large enough effect; inconclusive = small, poorly fitted or top-dose-only effect, or another doubt; inactive = no such curve, though single readings can be large; an effect the other way counts as inactive or inconclusive. Potency is the fitted concentration of half-maximal effect. Only part of the results is shown; rates above refer to the full screens.

SMILES | 12-LOX inh | IDH1 R132H inh | Vif-A3G inh | Vif-APOBEC3F blk | RGS4 inhibitor | TrxR1 inh | USP1-UAF1 inh | TrxR1 substrate | RXFP1 ag
CCc1ccc(CNC(=O)C2CCN(S(=O)(=O)N3CCCCC3)CC2)cc1 | 2% | 1% | 2% | 5% | nt | nt | 2% | nt | nt
Cc1ccc(/C=N/NC(=O)CNC(=O)Cc2ccccc2)o1 | -2% | 1% | -5% | -10% | -21% | 3%[57.1 µM] | -4% | -8% | -2.5%
CCc1ccccc1NC(=O)C1CCCN(c2ncccn2)C1 (stereo not given) | 7% | 9% | 1% | 6% | 12% | 22% | -29% | 11% | 0.3%
C/C(=N/NS(=O)(=O)c1ccc(Br)cc1)c1ccc(NC(=O)c2ccc(C)o2)cc1 | ? | -3% | -2% | -3% | 8%[11.4 µM] | 13%[57.1 µM] | -11% | -11% | 0.3%
CC1=C(C(=O)Nc2ccccc2)C(c2ccccn2)n2nc(CCCO)nc2N1 (stereo not given) | 3%[57.4 µM] | 8% | -4% | 3% | 11% | 8% | -19% | -2% | -0.4%
CN(C(=O)COC(=O)CNC(=O)c1sc2ccccc2c1Cl)c1ccccc1 | -7% | 3% | 1% | 5% | -10% | -8% | -15% | -2% | 9.9%
CCCn1c(Nc2cccc(OC)c2)nc2ccccc21 | 21% | 11% | -1% | -1% | -15% | 20% | -18% | -1% | -0.5%
COc1ccc(CCNC(=O)COC(=O)c2cnccn2)cc1 | -1% | 2% | 1% | -6% | 6% | 1% | 2% | -4% | -0.4%
Cc1ccc(S(=O)(=O)N(CC(=O)N/N=C/c2cccc(Cl)c2)c2cccc3cccnc23)cc1 | 15% | 3% | -2% | -2% | 21% | 9%[57.1 µM] | -5% | 2%[57.1 µM] | 2.5%
Cc1c(N/C=C/C(=O)C(F)(F)F)c(=O)n(-c2ccccc2)n1C | ? | -8% | -3% | 14% | 6% | -9%[57.1 µM] | -9% | -8%[57.1 µM] | -0.6%
CCNC(=O)COc1ccc(OCc2ccccc2)cc1 | 16% | -8% | 3% | 7% | 2% | 22% | -1% | 4% | 2.1%
COc1ccc(Cc2nc(=S)[nH][nH]2)cc1Br | ? | -2% | 1% | -9% | -54% | -10%[57.1 µM] | -14% | 5%[57.1 µM] | 0.4%
CCOc1ccc(C(=O)n2cc(C(=O)OC)c3ccccc32)cc1 | 5% | 7% | -27% | -20% | -15% | 19% | -27% | 8% | 2.4%
COC(=O)c1cc(NC2c3ccccc3C(=O)N2c2ccc(Cl)cn2)cc(C(=O)OC)c1 (stereo not given) | 29% | 5% | -5% | -15% | -20% | 19% | -29% | 7%[57.1 µM] | 1.3%
COc1cccc(C(=O)O[C@H]2[C@H](C)NS(=O)(=O)[C@H]3C[C@@H]4C=C[C@]23O4)c1 | -6% | -5% | 0%&1% | 6% | 34% | 5%&-12% | -10% | 0%&-7% | -1.3%
Cn1cnc(S(=O)(=O)NCc2ccccc2)c1 | -13% | 3% | 0% | 5% | -12% | -6% | -9% | -4% | 1.3%
C=CCOc1c(Br)cc(CNc2nccs2)cc1OC | -18% | 10% | 1% | -4% | -16% | -16% | -15% | -12% | 1.2%
Cc1ccc(C(=O)N/C(=C/c2ccco2)C(=O)N2CCC(C)CC2)cc1 | ? | -5% | -1% | 8% | -8% | -37% | -4% | -4% | -0.7%
COc1ccccc1CN(C)C(=O)c1cccc(S(=O)(=O)N2CCN(Cc3ccccc3)CC2)c1 | 12% | 9% | 0% | 3% | 22% | 1% | -11% | -11% | -0.3%
CCN(CC)C(=O)C1CC(c2ccc(OC)cc2)=NO1 (stereo not given) | 11% | 2% | 1% | 0% | 2% | 28% | -3% | 10% | 1.8%
CCOC(=O)C1CCN(C(=O)CSc2c3c(nc4ccccc24)CCC3)CC1 | -9% | 10% | -2% | 5% | -21% | 26%[57.1 µM] | -10% | -12%[57.1 µM] | 13%
Cc1cc(CSc2ccccc2)ccc1NC(=O)c1ccc(CN2CCOCC2)cc1 | 2% | -3% | -8% | -16% | -12% | -12% | -22% | 5% | 0.4%
Cc1cccc(NC(=O)C(CC(C)C)NC(=O)C2CCC(C)CC2)n1 (stereo not given) | 0% | ? | 5% | -16% | 29%[11.4 µM] | -5% | 0% | -6% | 1.3%
Cc1ccc2c(C)c(C(=O)N(Cc3ccc(F)cc3)C3CCS(=O)(=O)C3)oc2c1 (stereo not given) | 0% | 7% | 0% | 0% | 18%[11.4 µM] | 20% | -13% | -1% | -3.5%

Retrieved by compound from the list above:
SMILES | 12-LOX inh | IDH1 R132H inh | Vif-A3G inh | Vif-APOBEC3F blk | RGS4 inhibitor | TrxR1 inh | USP1-UAF1 inh | TrxR1 substrate | RXFP1 ag
Cc1ccc2c(C)c(C(=O)N(Cc3ccc(F)cc3)C3CCS(=O)(=O)C3)oc2c1 (stereo not given) | 0% | 7% | 0% | 0% | 18%[11.4 µM] | 20% | -13% | -1% | -3.5%
C=CCOc1c(Br)cc(CNc2nccs2)cc1OC | -18% | 10% | 1% | -4% | -16% | -16% | -15% | -12% | 1.2%
Cc1cccc(NC(=O)C(CC(C)C)NC(=O)C2CCC(C)CC2)n1 (stereo not given) | 0% | ? | 5% | -16% | 29%[11.4 µM] | -5% | 0% | -6% | 1.3%

The results go on.
SMILES | 12-LOX inh | IDH1 R132H inh | Vif-A3G inh | Vif-APOBEC3F blk | RGS4 inhibitor | TrxR1 inh | USP1-UAF1 inh | TrxR1 substrate | RXFP1 ag
COc1ccccc1CNC(=O)C(=O)NCC1OCCN1S(=O)(=O)c1ccc2c(c1)OCCO2 (stereo not given) | 42% | -3% | 2% | -12% | -5% | 15%[57.1 µM] | -27% | 5%[57.1 µM] | 1.3%
O=C(Nc1ccccc1N1CCOCC1)c1cc2c(s1)CCCCC2 | 5% | 13% | 4% | 10% | 13% | 25%[57.1 µM] | -9% | 11%[57.1 µM] | 2.9%
COc1ccc(OCC(=O)Nc2ccc(C(=O)OCc3cc(=O)n4nc(C)sc4n3)cc2)cc1 | 2% | -4% | 7% | -11% | -18% | 8%[57.1 µM] | -15% | 4%[57.1 µM] | 2.0%
CCOc1ccc(N2CC(C(=O)Nc3nnc(C4CCCCC4)s3)CC2=O)cc1 (stereo not given) | 5% | 0% | 4% | 9% | -16% | 10%[57.1 µM] | -8% | -4%[57.1 µM] | 0.6%
COc1ccc(OC)c(-c2csc(N(CC3CCCO3)C(=O)Cc3ccccc3)n2)c1 (stereo not given) | 0% | -10% | 0% | 2% | 17% | 1% | -11% | -9% | 1.4%
CS(=O)(=O)N(Cc1ccc(C(=O)NN=C2CCCCCC2)cc1)c1ccccc1 | -4% | 1% | -10% | -13% | -29% | 0% | 1% | -4% | -0.3%
COC(=O)c1ccccc1NC(=O)Cn1c(=O)nc(-c2ccccc2)c2cc(Cl)ccc21 | -27% | -3% | 4% | 6% | 17% | 22%[57.1 µM] | -19% | 7%[57.1 µM] | -1.4%
O=C(OCc1ccc([N+](=O)[O-])cc1)c1ccccn1 | -6% | 11% | 1% | 7% | 12% | 10%[57.1 µM] | -19% | 10% | 4.3%
O=C(Nc1nc2c(Cl)cccc2s1)C1CC1 | 0% | -4% | -2% | -7% | 2% | 10% | -3% | 3% | 1.1%

An excerpt of these results, with each value named.
O=C(Nc1nc2c(Cl)cccc2s1)C1CC1
- 12-LOX inh: 0%
- IDH1 R132H inh: -4%
- Vif-A3G inh: -2%
- Vif-APOBEC3F blk: -7%
- RGS4 inhibitor: 2%
- TrxR1 inh: 10%
- USP1-UAF1 inh: -3%
- TrxR1 substrate: 3%
- RXFP1 ag: 1.1%

COc1ccc(OC)c(-c2csc(N(CC3CCCO3)C(=O)Cc3ccccc3)n2)c1 (stereo not given)
- 12-LOX inh: 0%
- IDH1 R132H inh: -10%
- Vif-A3G inh: 0%
- Vif-APOBEC3F blk: 2%
- RGS4 inhibitor: 17%
- TrxR1 inh: 1%
- USP1-UAF1 inh: -11%
- TrxR1 substrate: -9%
- RXFP1 ag: 1.4%

O=C(Nc1ccccc1N1CCOCC1)c1cc2c(s1)CCCCC2
- 12-LOX inh: 5%
- IDH1 R132H inh: 13%
- Vif-A3G inh: 4%
- Vif-APOBEC3F blk: 10%
- RGS4 inhibitor: 13%
- TrxR1 inh: 25%[57.1 µM]
- USP1-UAF1 inh: -9%
- TrxR1 substrate: 11%[57.1 µM]
- RXFP1 ag: 2.9%

COC(=O)c1ccccc1NC(=O)Cn1c(=O)nc(-c2ccccc2)c2cc(Cl)ccc21
- 12-LOX inh: -27%
- IDH1 R132H inh: -3%
- Vif-A3G inh: 4%
- Vif-APOBEC3F blk: 6%
- RGS4 inhibitor: 17%
- TrxR1 inh: 22%[57.1 µM]
- USP1-UAF1 inh: -19%
- TrxR1 substrate: 7%[57.1 µM]
- RXFP1 ag: -1.4%
